TexasRed fluor = Total Fluorescence Counterscreen for Inhibitors of the Interaction of Thyroid Hormone Receptor and Steroid Receptor Coregulator 2; actives 0.29% (n = 280,000); Potency, µM (titrated, usually from 106 µM), for inactives: top-dose fluorescence change, negative = quenching; TRb/SRC2 Texas Red total fluorescence interference; AID 1479, 2009; active = well fitted curve in either direction with a large enough effect; inconclusive = small, poorly fitted or top-dose-only effect
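Human TRb ligand-binding domain at 0.6 uM with 20 nM Texas Red SRC2 peptide in Tris buffer containing 1 uM T3 and 5% DMSO, incubated with compound 5 h at ambient temperature. Total fluorescence (555/632 nm) calculated as parallel + 2 × perpendicular.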
TRb-SRC2 inh = qHTS for Inhibitors of the Interaction of Thyroid Hormone Receptor and Steroid Receptor Coregulator 2. TRbeta-SRC2 peptide binding, fluorescence polarization; receptor liganded with 1 µM T3. Potency, µM (doses to about 106 µM), inactives show at the highest dose activity change, negative = inhibition, actives largely listed as inhibitors. actives 0.065% (n = 280,000); active = well fitted inhibition curve with a large enough effect; inconclusive = small, poorly fitted or top-dose-only effect, or effect the other way;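 note: plate controls were bound peptide for no effect and peptide without receptor for full effect; nearly all actives have a fitted effect of over 50% in size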
Target sequence (P10828 whole entry, looked up): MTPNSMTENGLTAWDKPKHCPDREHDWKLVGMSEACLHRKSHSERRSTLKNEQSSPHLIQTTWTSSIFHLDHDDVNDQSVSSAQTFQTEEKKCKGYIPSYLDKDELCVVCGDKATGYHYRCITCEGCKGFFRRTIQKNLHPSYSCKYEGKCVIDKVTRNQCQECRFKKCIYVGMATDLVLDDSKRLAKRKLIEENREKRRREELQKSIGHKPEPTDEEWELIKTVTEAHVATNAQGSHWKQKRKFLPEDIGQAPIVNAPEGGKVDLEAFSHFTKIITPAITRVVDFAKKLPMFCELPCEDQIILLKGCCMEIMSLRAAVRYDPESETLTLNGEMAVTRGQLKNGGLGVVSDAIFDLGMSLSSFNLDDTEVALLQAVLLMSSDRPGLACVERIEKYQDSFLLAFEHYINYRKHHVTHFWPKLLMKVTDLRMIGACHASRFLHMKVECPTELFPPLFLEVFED
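Fluorescence polarization of 20 nM Texas Red SRC2 peptide (20-aa NR interaction domain) bound to 0.6 uM human TRb ligand-binding domain, with 1 uM T3, after 5 hr at ambient temperature; inhibition seen as decreased polarization.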
* marks the source's active call; other numbers are inactive results; [ ] = remark or other dose. Unless noted, % is set by controls: 0 for no effect and ±100 for the full control effect; potency is the fitted concentration of half-maximal effect. A portion of the library; the hit share may differ from the screen's.

What do the screens show for `CCCNC(=O)C1CCN(S(=O)(=O)c2ccc3c(c2)CCCN3C(C)=O)CC1`?
TexasRed fluor: 5%; TRb-SRC2 inh: -8%

How did CCc1ccc(-n2nc(C)c3c(C(=O)N4CCN(c5ccccc5)CC4)cc(C)nc32)cc1 do in these assays?
TexasRed fluor: 4%; TRb-SRC2 inh: 4%

What do the screens show for `CC1(C)N=C(SCc2ccccc2Cl)c2ccccc2N1`?
TexasRed fluor: 1%; TRb-SRC2 inh: -2%

What do the screens show for `CCOC(=O)c1noc2nc(C)n(CC(=O)Nc3ccc(Br)cc3C)c(=O)c12`?
TexasRed fluor: -3%; TRb-SRC2 inh: 4%

Results for COc1ccc(NC(=O)c2cc3c(=O)n(C)c4cc(Cl)ccc4c3s2)cc1Cl ?
TexasRed fluor: -4%; TRb-SRC2 inh: 1%

How did CC(C)c1ccc(C2=CC(c3cccc(Cl)c3)n3ncnc3N2)cc1 (centres undefined) do in these assays?
TexasRed fluor: -1%; TRb-SRC2 inh: -6%

What do the screens show for `COc1cc(SC)ccc1C(=O)Nc1ccc(S(=O)(=O)Nc2nccc(C)n2)cc1`?
TexasRed fluor: -2%; TRb-SRC2 inh: 6%

What do the screens show for `Cc1ccc(N2CC(c3nc(-c4ccc(Cl)cc4)no3)CC2=O)cc1F` (centres undefined)?
TexasRed fluor: 0%; TRb-SRC2 inh: -9%

What do the screens show for `CCc1ccc(NC(=O)CSC2=Nc3ccccc3C3=NC(CC(=O)NCc4ccc5c(c4)OCO5)C(=O)N23)cc1` (centres undefined)?
TexasRed fluor: -3%; TRb-SRC2 inh: -5%

How did Cc1ccc(-n2nc3c(=O)n(C(C)C(=O)NCc4ccc(OC(C)C)cc4)nc(C)c3c2C)cc1 (centres undefined) do in these assays?
TexasRed fluor: -2%; TRb-SRC2 inh: 3%

How did Cc1onc(-c2ccc(F)cc2F)c1C(=O)Nc1cccc(C(F)(F)F)c1 do in these assays?
TexasRed fluor: -1%; TRb-SRC2 inh: 2%

Results for COc1ccc(CNC(=O)c2ccc(N3CCCC3)c(NC(=O)NCc3ccc(C)cc3)c2)cc1 ?
TexasRed fluor: -1%; TRb-SRC2 inh: 1%

Results for CCCCC(=O)Nc1ccc(OCc2cc(=O)n3ccc(C)cc3n2)cc1 ?
TexasRed fluor: -1%; TRb-SRC2 inh: 7%

Results for O=C(NCCc1ccc(Cl)cc1)c1cnc2sc(N3CCOCC3)nn2c1=O ?
TexasRed fluor: 0%; TRb-SRC2 inh: -3%

Results for COc1ccc(CNC(=O)c2cccc(N3CCCS3(=O)=O)c2)cc1 ?
TexasRed fluor: -1%; TRb-SRC2 inh: -1%

What do the screens show for `COc1ccc(CCNC(=O)CSc2n[nH]c(-c3ccccc3Cl)n2)cc1OC`?
TexasRed fluor: -2%; TRb-SRC2 inh: 6%

How did COc1ccc(Cn2ccc3nc(C)c(C(=O)Nc4ccc(OC)cc4)cc3c2=O)cc1 do in these assays?
TexasRed fluor: 3%; TRb-SRC2 inh: 6%

What do the screens show for `COc1ccc(-c2noc(N3CCC(C(=O)Nc4ccc(F)cc4Cl)CC3)n2)cc1`?
TexasRed fluor: 0%; TRb-SRC2 inh: -1%

How did CSc1cccc(NC(=O)Cn2c3ncccc3c(=O)n2-c2ccc(C)cc2)c1 do in these assays?
TexasRed fluor: 0%; TRb-SRC2 inh: -1%

Results for CC(=O)c1ccc(NC(=O)CSc2nnc3ccc(-c4ccc(F)cc4)nn23)cc1 ?
TexasRed fluor: -1%; TRb-SRC2 inh: 4%

What do the screens show for `Cc1cccc(C(=O)Nc2ccccc2SCc2cc(=O)c3cccc(C)c3[nH]2)c1`?
TexasRed fluor: -1%; TRb-SRC2 inh: -4%

Results for CCOc1ccc(NC(=O)Cc2ccc(-n3c(C)nc4cccnc43)cc2)cc1 ?
TexasRed fluor: 0%; TRb-SRC2 inh: 0%

How did CCCCNC(=O)C1CCCN(S(=O)(=O)CCC)C1 (centres undefined) do in these assays?
TexasRed fluor: -3%; TRb-SRC2 inh: -2%

How did COc1ccccc1NC(=O)CN1C(=O)C2(SCC(=O)N2c2ccc(C)c(C)c2)c2ccccc21 (centres undefined) do in these assays?
TexasRed fluor: -2%; TRb-SRC2 inh: 3%

How did Cn1cnc(S(=O)(=O)N2CCCC(C(=O)Nc3ccc(F)cc3Cl)C2)c1 (centres undefined) do in these assays?
TexasRed fluor: 0%; TRb-SRC2 inh: -2%

What do the screens show for `CC(=O)OC(C)(C)C1CC=C(C)CC1` (centres undefined)?
TexasRed fluor: 3%[201 µM]; TRb-SRC2 inh: 0%[201 µM]

What do the screens show for `COCCCNC(=O)c1ccc2c(c1)N(Cc1ccccc1)C(=O)c1ccccc1S2`?
TexasRed fluor: -3%; TRb-SRC2 inh: -7%

How did Cc1cccc(C(=O)Nc2ccc(N3CCC(N4CCCCC4)CC3)c(C(=O)O)c2)c1 do in these assays?
TexasRed fluor: -5%; TRb-SRC2 inh: 4%

What do the screens show for `Cc1cccn2c(=O)cc(CSc3nnc(NC(=O)C(C)C)s3)nc12`?
TexasRed fluor: 0%; TRb-SRC2 inh: -8%

Results for Cc1cc(C)cc(NC(=O)Nc2ccc3nc(N4CCN(C)CC4)cc(C)c3c2)c1 ?
TexasRed fluor: inconclusive; TRb-SRC2 inh: -22%

A draw from above in order of count of non-hydrogen atoms, smallest number first.
What do the screens show for `CC(=O)OC(C)(C)C1CC=C(C)CC1` (centres undefined)?
TexasRed fluor: 3%[201 µM]; TRb-SRC2 inh: 0%[201 µM]

How did CCCCNC(=O)C1CCCN(S(=O)(=O)CCC)C1 (centres undefined) do in these assays?
TexasRed fluor: -3%; TRb-SRC2 inh: -2%

How did Cn1cnc(S(=O)(=O)N2CCCC(C(=O)Nc3ccc(F)cc3Cl)C2)c1 (centres undefined) do in these assays?
TexasRed fluor: 0%; TRb-SRC2 inh: -2%

Results for CCOc1ccc(NC(=O)Cc2ccc(-n3c(C)nc4cccnc43)cc2)cc1 ?
TexasRed fluor: 0%; TRb-SRC2 inh: 0%

What do the screens show for `Cc1cccc(C(=O)Nc2ccccc2SCc2cc(=O)c3cccc(C)c3[nH]2)c1`?
TexasRed fluor: -1%; TRb-SRC2 inh: -4%

How did Cc1cccc(C(=O)Nc2ccc(N3CCC(N4CCCCC4)CC3)c(C(=O)O)c2)c1 do in these assays?
TexasRed fluor: -5%; TRb-SRC2 inh: 4%

How did COc1ccccc1NC(=O)CN1C(=O)C2(SCC(=O)N2c2ccc(C)c(C)c2)c2ccccc21 (centres undefined) do in these assays?
TexasRed fluor: -2%; TRb-SRC2 inh: 3%

(listing goes on)
What do the screens show for `COc1ccc(NC(=O)CSc2nc3ccccc3nc2Cc2ccc(C)cc2)cc1Cl`?
TexasRed fluor: -2%; TRb-SRC2 inh: 2%

What do the screens show for `CCOc1ccc(C(=O)Nc2ccc(-n3nncc3-c3ccc(OC)cc3)cc2)cc1`?
TexasRed fluor: 0%; TRb-SRC2 inh: -2%

What do the screens show for `O=C(NCCCN1CCN(c2ccc(F)cc2)CC1)C1COc2ccccc2C1` (centres undefined)?
TexasRed fluor: -4%; TRb-SRC2 inh: 11%

Results for Cc1ccc2c(c1)c1c(c(=O)n(-c3ccccc3C)c(=O)n1Cc1ccccc1F)n2C ?
TexasRed fluor: 0%; TRb-SRC2 inh: -1%

Results for CCOC(=O)N1CCc2c(sc(NCc3ccc(N(C)C)cc3)c2C(=O)Nc2ccccc2OCC)C1 ?
TexasRed fluor: -1%; TRb-SRC2 inh: -4%

How did Cc1ccc(NS(=O)(=O)c2ccc3[nH]c4c(c3c2)CCCCCC4)cc1 do in these assays?
TexasRed fluor: 1%; TRb-SRC2 inh: 4%

Results for CCOC(=O)c1cc(C)n(CC2CCC(C(=O)Nc3ccc(C)cc3)CC2)c1C (centres undefined) ?
TexasRed fluor: -2%; TRb-SRC2 inh: 2%

Results for COc1ccccc1CNC(=O)CSc1nnc(C)c2c(C)n(-c3ccccc3)nc12 ?
TexasRed fluor: -2%; TRb-SRC2 inh: -8%

Results for CCCS(=O)(=O)NCCc1sc2nc(-c3ccc(Cl)cc3)nn2c1C ?
TexasRed fluor: -1%; TRb-SRC2 inh: -7%

How did O=C(CN1C(=O)c2ccccc2Sc2ccc(C(=O)N3CCOCC3)cc21)Nc1ccc(Cl)cc1F do in these assays?
TexasRed fluor: 2%; TRb-SRC2 inh: 0%

How did Cc1cccc(N2CCN(c3ncnc4onc(C)c34)CC2)c1C do in these assays?
TexasRed fluor: -3%; TRb-SRC2 inh: -5%

How did CCN1CCN(CCCNC(=O)c2cnn(-c3ccccc3Cl)c2C2CCN(C(=O)OC(C)(C)C)CC2)CC1 do in these assays?
TexasRed fluor: inconclusive; TRb-SRC2 inh: -10%

How did CCOc1ccc(CCNC(=O)c2ccc3c(c2)c(C)c(C)n3C)cc1 do in these assays?
TexasRed fluor: 0%; TRb-SRC2 inh: -5%

Results for Cn1ccc2cc(S(=O)(=O)N3CCCC(C(=O)NCc4ccccc4)C3)ccc21 (centres undefined) ?
TexasRed fluor: -1%; TRb-SRC2 inh: 1%

How did Cc1ccc(CNc2nccn(-c3cc(C)cc(C)c3)c2=O)cc1 do in these assays?
TexasRed fluor: -1%; TRb-SRC2 inh: -3%

How did O=C(Cn1c(=O)nc(-c2ccccc2)c2ccccc21)NCCc1ccccc1 do in these assays?
TexasRed fluor: -1%; TRb-SRC2 inh: -4%

How did CC1=C(C(N)=O)C(c2cccc(C)c2)n2nc(-c3ccc(Cl)cc3)nc2N1 (centres undefined) do in these assays?
TexasRed fluor: -2%; TRb-SRC2 inh: 3%

How did Clc1cccc(-n2ncc3c(NC4CCCCCC4)ncnc32)c1 do in these assays?
TexasRed fluor: -3%; TRb-SRC2 inh: -6%

Results for COc1cc(C(CC(=O)NCc2ccccc2Cl)N2Cc3ccccc3C2=O)cc(OC)c1OC (centres undefined) ?
TexasRed fluor: -4%; TRb-SRC2 inh: 1%

Results for CCn1nc(C)c2c(-c3ccccc3)cc(=O)n(C(C)C(=O)NCCC(C)C)c21 (centres undefined) ?
TexasRed fluor: -7%; TRb-SRC2 inh: 0%

How did CCCCNC(=O)CSc1nnc(C)c2c(C)n(-c3ccccc3)nc12 do in these assays?
TexasRed fluor: -2%; TRb-SRC2 inh: 0%

Results for O=C(CNC(=O)c1ccc(Cl)cc1)OCc1cc(=O)n2ccsc2n1 ?
TexasRed fluor: 1%; TRb-SRC2 inh: -1%

How did O=C(CCn1nc(-c2ccc(Cl)cc2)ccc1=O)NCCc1ccccc1 do in these assays?
TexasRed fluor: -1%; TRb-SRC2 inh: -3%

What do the screens show for `Cc1cc(O)c(C(c2ccc(F)cc2)N2CCCCC2)c(=O)n1Cc1ccco1` (centres undefined)?
TexasRed fluor: 0%; TRb-SRC2 inh: -1%

What do the screens show for `O=C(COc1ccc(Br)cc1Br)Nc1ccc(S(=O)(=O)Nc2ncccn2)cc1`?
TexasRed fluor: -4%; TRb-SRC2 inh: -2%

How did CCOc1ccc(CCNC(=O)c2cnc3sc(N(CC)CC)nn3c2=O)cc1OCC do in these assays?
TexasRed fluor: inconclusive; TRb-SRC2 inh: -18%

What do the screens show for `CCN(CC)c1ccc(NC(=O)CN2CCN(c3ccccc3OC)CC2)cc1`?
TexasRed fluor: 0%; TRb-SRC2 inh: -7%

Results for CCC(Sc1nc2c(sc3ccccc32)c(=O)n1CCc1ccccc1)C(=O)N(CC)CC (centres undefined) ?
TexasRed fluor: 2%; TRb-SRC2 inh: -6%

How did O=S(=O)(NCc1ccc(F)cc1)c1ccc(N2CCCCS2(=O)=O)cc1 do in these assays?
TexasRed fluor: -1%; TRb-SRC2 inh: -1%

What do the screens show for `Cc1ccc(Cl)cc1NC(=O)Nc1cccc(OCc2cc(=O)n3ccccc3n2)c1`?
TexasRed fluor: -2%; TRb-SRC2 inh: 2%

How did Cc1cccc(NC(=O)c2cnc3sc(N4CCCC4)nn3c2=O)c1C do in these assays?
TexasRed fluor: 0%; TRb-SRC2 inh: -4%

How did Cc1oc(-c2ccc(Cl)cc2)nc1CS(=O)CC(=O)N1CCN(c2cccc(C(F)(F)F)c2)CC1 (centres undefined) do in these assays?
TexasRed fluor: -1%; TRb-SRC2 inh: -11%

What do the screens show for `c1ccc(CN2CCN(c3ncnc4c3cnn4-c3ccccc3)CC2)cc1`?
TexasRed fluor: -2%; TRb-SRC2 inh: 8%

What do the screens show for `Cc1ccc(-n2c(SCC(=O)Nc3cccc(Cl)c3)nc3n[nH]c(C)c3c2=N)cc1`?
TexasRed fluor: inconclusive; TRb-SRC2 inh: 1%

Results for COc1ccc(Cl)cc1NC(=O)c1ccc2nc(Cc3ccccc3)oc2c1 ?
TexasRed fluor: 1%; TRb-SRC2 inh: 7%

Results for Nc1nc(N)c(-c2ccccc2)s1 ?
TexasRed fluor: -2%; TRb-SRC2 inh: 13%

What do the screens show for `CCOC(=O)CNC(=O)CC(c1cc(OC)c(OC)c(OC)c1)N1Cc2ccccc2C1=O` (centres undefined)?
TexasRed fluor: 1%; TRb-SRC2 inh: 5%

How did COc1ccc(-c2nc3sc(CCNC(=O)C(=O)Nc4cccc(NC(C)=O)c4)c(C)n3n2)cc1 do in these assays?
TexasRed fluor: 0%; TRb-SRC2 inh: -5%

Screening results from PubChem BioAssay.
